Screening data deposited in PubChem by several laboratories.
zfTRPN1 agonist: agonists of zebrafish TRPN1 channel | HEK293 zebrafish TRPN1-YFP, Fluo-8 calcium fluorescence; 100% = response to 87 µM carbachol | activation, % at 3 µM | hit rate 0.18% among 220,000;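 active means activation above its plate's cutoff, the mean activation of test wells on that plate plus 3 SD, cut at about 19% in these data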;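 further: 0% = DMSO alone and 100% = 87 µM carbachol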
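Material: zebrafish TRPN1-YFP in HEK293 cells. Doses: one dose of 3 µM, 0.3% DMSO. Incubation: dye 1 h 37 °C plus 30 min RT. Measured by: intracellular calcium fluorescence with Fluo-8.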
PPC-1+TRAIL kill: kills PPC-1 cancer cells in the presence of TRAIL | cell killing (% activity), % at 4 µM | PPC-1 cells + TRAIL, ATPLite viability luminescence | hit rate 0.41% among 220,000;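 active means cell killing above 50% in the first pass at 4 µM, then a duplicate retest at 5 µM averaging 50% or more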;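 further: plate controls were cells with TRAIL plus DMSO for no effect and medium-only wells lacking cells for full effect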
NCF1 inh: inhibitors of human p47phox binding | P14598 | p47phox/p22phox peptide binding, fluorescence polarization, 2 h | inhibition, % at 24.7 µM | hit rate 0.53% among 220,000;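 active means inhibition above about 30%, limit read from the data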;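 further: 0% = p47phox with labelled peptide and 100% = labelled peptide alone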
TRPML3 agonist: human mucolipin-3 channel agonism. Q8TDD5. HEK293 TRPML3-YFP, Fluo-8 calcium fluorescence; 100% = the carbachol control signal. activation, % at 3 µM. hit rate 0.29% among 220,000. AID 1448;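 active means activation above its plate's cutoff, the mean activation of the plate's test wells plus 3 SD, cut at about 12% in these data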;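 further: 0% = DMSO only wells and 100% = carbachol wells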
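Test system – HEK293 line with stable expression of human TRPML3-YFP channel · Control set – carbachol 87 µM final as high control (100%), DMSO as low control (0%) · Signal – Fluo-8 calcium dye fluorescence, ex 470-495, em 515-575 nm · Incubation – 1-h 37 °C dye load, 5-s basal, 120-s post-compound reads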
Runt-SMMHC FRET: blocks binding of human RUNX1 Runt domain to CBFb-SMMHC | Q01196+Q13951 | Cerulean-Runt/Venus-CBFb-SMMHC FRET ratio 530/480, 1 h | inhibition, % at 20 µM | hit rate 0.74% among 220,000;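 active means mean inhibition across duplicate retests at 20 µM reaching about 50%, limit read from the data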;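 further: 0% = DMSO wells and 100% = wells with excess untagged CBFb-SMMHC; inhibitors lower the FRET ratio by blocking Runt binding to CBFb-SMMHC; some results filed as inactive read as strong as hits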
Target sequence (Q01196 whole entry, looked up, the tested form may be a part): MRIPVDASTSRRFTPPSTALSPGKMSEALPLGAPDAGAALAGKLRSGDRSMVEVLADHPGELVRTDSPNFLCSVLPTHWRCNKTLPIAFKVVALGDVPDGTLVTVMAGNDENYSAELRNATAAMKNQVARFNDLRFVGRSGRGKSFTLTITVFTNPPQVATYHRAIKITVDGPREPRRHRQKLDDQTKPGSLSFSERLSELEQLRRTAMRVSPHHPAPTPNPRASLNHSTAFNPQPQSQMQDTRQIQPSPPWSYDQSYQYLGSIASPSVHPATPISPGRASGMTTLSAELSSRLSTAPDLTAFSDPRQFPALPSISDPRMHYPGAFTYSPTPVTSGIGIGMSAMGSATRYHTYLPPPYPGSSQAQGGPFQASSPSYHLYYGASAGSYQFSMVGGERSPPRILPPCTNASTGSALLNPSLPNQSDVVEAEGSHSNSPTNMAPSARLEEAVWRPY
Target sequence (Q13951 whole entry, looked up, the tested form may be a part): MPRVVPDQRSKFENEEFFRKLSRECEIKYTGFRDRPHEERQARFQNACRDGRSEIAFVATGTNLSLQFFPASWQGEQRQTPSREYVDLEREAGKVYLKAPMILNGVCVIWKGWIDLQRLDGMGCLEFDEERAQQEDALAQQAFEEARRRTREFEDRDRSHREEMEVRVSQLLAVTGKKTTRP
TNF death inh: blocks TNF-alpha induced death of Jurkat FADD-/- cells | activation (protection from cell death), % at 10 µM | Jurkat FADD-/- TNF necroptosis rescue, ATP luminescence, 24 h; 0 = TNF only, 100 = no-TNF cells | hit rate 0.068% among 220,000;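 active means activation, meaning protection from cell death, of at least 50% relative to plate controls; inactive means activation below 50%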;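 further: necroptosis triggered by 40 ng/mL TNF-alpha added together with compound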
Mdm2 ligase inh: inhibitors of human Mdm2 E3 ubiquitin ligase. hit rate 0.11% among 210,000. cell-based MDM2 ubiquitination luciferase reporter, 2 h; 0 = plate control, 100 = twice control, blank-subtracted. signal enhancement, % at 5 µM;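 active means signal enhancement of 30% or more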;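 further: luminescence tracks abundance of the self-degrading MDM2-luciferase fusion protein; higher signal means inhibition of MDM2 E3 ligase activity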
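test system = mammalian cells stably expressing self-ubiquitinating, self-degrading MDM2 E3–luciferase fusion | quantity = 2000 cells/well | incubation = cell settling 4 h, compound treatment 2 h, both 37 °C | signal = luminescence with SteadyLite reagent, 15 min at room temperature | evaluation = % enhancement relative to plate controls after blank subtraction | benchmarks = plate controls and plate blanks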
EBV gp42 block: EBV gp42 inhibition | Q1HVG2 | Fluorescence polarization binding assay, mP read-out | inhibition, % (tested at 21.74 µM) | hit rate 0.42% among 220,000; in the data active means inhibition above about 50%
Target sequence (Q1HVG2 whole entry, looked up): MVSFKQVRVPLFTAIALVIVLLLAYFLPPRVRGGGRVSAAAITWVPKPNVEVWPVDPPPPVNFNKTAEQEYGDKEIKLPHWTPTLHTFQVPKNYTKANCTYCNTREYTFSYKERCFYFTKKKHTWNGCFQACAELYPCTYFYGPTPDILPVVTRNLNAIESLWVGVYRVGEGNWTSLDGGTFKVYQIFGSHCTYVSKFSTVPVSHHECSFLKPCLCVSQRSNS
CHOP inhibitor: CHOP inhibition in unfolded protein response; CHO-K1 CHOP-promoter luciferase, tunicamycin-induced, 15-18 h; inhibition, % at 10 µM; hit rate 3.8% among 220,000; AID 2732;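 active means compounds that reduced the stress-induced luciferase reporter signal by more than about 70% of percent inhibition, limit read from the data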;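 further: 0% = tunicamycin plus vehicle and 100% = wells without tunicamycin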
Active calls of the source: *; · = not tested or not shown; [ ] = dose if it differs, or a comment.

SMILES	zfTRPN1 agonist	PPC-1+TRAIL kill	NCF1 inh	TRPML3 agonist	Runt-SMMHC FRET	TNF death inh	Mdm2 ligase inh	EBV gp42 block	CHOP inhibitor
N#CC1=C(S)N(c2ccccc2)C(c2ccco2)NC1=O (centres undefined)	0.2	26	-4	0.8	-2	0.1	1	-37	2
COc1ccc(OC)c(C(=O)CC2OC(=O)c3ccccc32)c1 (centres undefined)	-0.3	15	-2	-0.5	0	-14	-7	-14	33
Cc1ccc(NC(=O)c2c(Cl)n(C)c3ccccc23)cc1	1.1	13	-5	0.3	-1	-11	-21	-9	-29
C/C(=C\c1ccc2c(c1)OCO2)C(=O)c1c(C)cc(C)[nH]c1=O	-0.9	17	1	0.2	-4	1.8	-5	-5	-17
Cc1cc(C)cc(OCC(=O)N2CCCCCC2)c1	-1.7	-10	-9	0.3	3	-0.7	-2	-14	44
Cc1cccc2c(N)c3c(nc12)CCCC3 (tested in a mixture with another compound)	-0.2	24	-8	0.5	-4	2.6	-6	2	-2
CC(C)(Nc1ccccc1)C(=O)c1ccccc1	-2.4	8	0	-1.6	1	38	0	1	1
N=C(N)SCc1cn2ccccc2n1	0.4	13	-8	0.3	4	1.3	3	2	-2
COc1ccc(/C=C(\C#N)C(=O)OCC(=O)NCc2ccccc2)cc1	1.6	14	10	1.1	-8	1.1	5	-8	3
CC(=O)Nc1ccc(S(=O)(=O)NNC(=O)c2sc(=S)n(C)c2C)cc1	1.6	14	-9	0.0	-2	-0.3	-12	7	18
Cc1ccc(-c2nn(-c3ccccc3)cc2/C=N/NC(=O)c2ccc(Br)o2)cc1	1.3	7	-7	-0.4	0	-9.7	-13	-6	104*
COc1ccc(S(=O)(=O)N2CCC(C(N)=O)CC2)c2ccccc12	-1.0	38	-6	2.2	-1	3.6	-10	-4	25
O=C1NCCc2c1[nH]c1ccc([N+](=O)[O-])cc21	-0.4	-11	-3	1.5	2	-0.1	-12	-17	46
CC1CCN(C(=O)/C=C/c2ccc(C(C)(C)C)cc2)CC1	-0.7	16	-13	-0.4	2	3.5	-7	-4	57
COCc1nnc(NS(=O)(=O)c2c(C)cc(C)cc2C)s1	-0.1	-2	-13	0.3	-2	0.2	-14	-12	63
CN(Cc1ccccc1)C(=S)Nc1cccnc1	0.3	-6	-10	-1.2	1	0.9	-4	-8	-10
Cc1ccccc1NS(=O)(=O)c1ccc(Cl)cc1	-2.3	10	3	-0.4	-1	0.6	1	0	0
Cc1ccc(C)c2[nH]c(=O)c(CN(Cc3ccco3)C(=O)Nc3ccccc3)cc12	-0.8	12	-9	-0.5	3	-5.1	-25	-12	23
CC(=C1C2C=CC1C1C(=O)NC(=O)C21)c1ccccc1 (centres undefined)	-0.5	7	-4	-0.7	0	-0.4	-30	-15	34
Cc1c(NC(=S)NNC(=O)CCC(=O)O)c(=O)n(-c2ccccc2)n1C	1.1	9	-10	0.5	2	0.3	·	-17	5
CC(C)c1ccc(N(C(=O)C(F)(F)F)C(C(=O)NC2CCCCC2)c2ccncc2)cc1 (centres undefined)	-0.2	16	-2	0.7	-4	-0.1	-23	-21	29
CCOc1ccc(C(=O)N2CCN=C2SC)cc1OCC	1.4	19	3	0.6	-3	-3.4	-11	-2	11
O=C(Nc1cccc(S(=O)(=O)NC2=NCCCCC2)c1)C1COc2ccccc2O1 (centres undefined)	1.7	4	-3	1.0	1	-0.1	-6	-2	18
Cc1noc(C)c1C(=O)N1CCN(Cc2ccc3c(c2)OCO3)CC1	-1.0	10	-8	1.0	0	-1.3	-13	-10	9
COc1ccc(/C=N/N=C2/NC(=O)C(CC(=O)O)S2)cc1OS(=O)(=O)c1ccccc1 (centres undefined)	-0.8	10	4	-1.1	2	0.7	-18	-3	7

A stretch from the list above, as a working copy:
SMILES	zfTRPN1 agonist	PPC-1+TRAIL kill	NCF1 inh	TRPML3 agonist	Runt-SMMHC FRET	TNF death inh	Mdm2 ligase inh	EBV gp42 block	CHOP inhibitor
O=C(Nc1cccc(S(=O)(=O)NC2=NCCCCC2)c1)C1COc2ccccc2O1 (centres undefined)	1.7	4	-3	1.0	1	-0.1	-6	-2	18
Cc1noc(C)c1C(=O)N1CCN(Cc2ccc3c(c2)OCO3)CC1	-1.0	10	-8	1.0	0	-1.3	-13	-10	9
COc1ccc(/C=N/N=C2/NC(=O)C(CC(=O)O)S2)cc1OS(=O)(=O)c1ccccc1 (centres undefined)	-0.8	10	4	-1.1	2	0.7	-18	-3	7

Additional structures
SMILES	zfTRPN1 agonist	PPC-1+TRAIL kill	NCF1 inh	TRPML3 agonist	Runt-SMMHC FRET	TNF death inh	Mdm2 ligase inh	EBV gp42 block	CHOP inhibitor
Cc1cc(Nc2ccccc2)n2nc(C)c(-c3ccccc3)c2n1	1.6	12	-9	0.1	-5	5.9	0	-21	-1
CCOc1ccc(C2N(c3ccc(OC)cc3)C(=O)C3CCCN32)cc1OC (centres undefined)	0.9	17	0	0.8	-3	-0.1	-14	-5	25
O=C(c1cccnc1Cl)N(Cc1ccccc1)Cc1ccccc1	-1.3	·	-6	-0.2	-1	-0.1	-16	7	-4
COc1cc(/C=C/C(=O)OCC(=O)Nc2cc(C)c(C)cc2[N+](=O)[O-])ccc1O	1.3	5	23	0.4	0	1.0	·	1	0
CC(C)C1Cc2c(sc3[nH]c(=S)n(Cc4ccccc4)c(=O)c23)CO1 (centres undefined)	0.0	11	-16	0.5	5	-1.2	-17	-7	39
CC1(C)Cc2c(sc3nc4n(-c5ccccc5)c(=O)c(CCC(=O)O)nn4c(=O)c23)CO1	-0.4	-1	-2	-0.2	3	0.6	0	-2	6
COc1cccc(C(=O)NNC(=O)Cc2csc(N)n2)c1	0.8	17	6	1.0	22	-0.1	-100	-10	0
N#Cc1cc(C#N)c(N2CCN(c3cccc(Cl)n3)CC2)nc1N	4.2	-6	-5	0.1	4	-6.2	-34	-23	38
O=c1[nH]c(N2CCc3ccccc3C2)nc2c1CCC2	0.5	-4	-1	-0.1	-4	-1.1	6	-17	17
Nc1nnc(-c2ccncc2)s1	1.0	5	-12	0.8	-2	-0.3	6	-9	3
COc1ccc(/C=N/NC(=O)c2cccc([N+](=O)[O-])c2)cc1OS(=O)(=O)c1ccc(C)cc1	-0.5	19	-16	-1.4	-2	-13	-6	-29	29
O=C1CC(CSc2ccc(Cl)cc2)=NN1	-2.3	-20	-7	-1.7	-2	-2.8	-10	-6	-3
CCN(CC)C(=O)CSc1nnc(-c2cc3ccccc3cc2O)n1CC	3.6	22	4	1.5	-4	-4.6	-12	10	17
CN1C(=O)N(S(=O)(=O)c2ccc(F)c(F)c2F)C(=O)C1(C)C	-1.2	17	-10	-0.2	-6	-2.2	-16	-10	-11
CCOC(=O)N1CCC(=NNC(=O)c2ccccc2F)CC1	0.3	8	9	0.2	16	-0.8	-7	-15	8
COc1ccc(OC)c(S(=O)(=O)NCC(=O)O)c1	2.2	6	-17	1.2	-3	1.1	·	5	10
COc1cc(C(=O)N(Cc2cccnc2)Cc2cc3cc4c(cc3[nH]c2=O)OCCO4)cc(OC)c1OC	-0.1	10	6	-0.5	-13	-2.6	3	-22	7
CN(C)CCN1C(=O)C(=O)/C(=C(/O)c2ccc3c(c2)OCCO3)C1c1ccccn1 (centres undefined)	4.3	-20	-3	0.0	-1	0.3	-25	-13	-15
Cc1cccc(-n2nc(C(=O)Nc3ccccc3)n3c(=O)cc(-c4ccccc4)nc23)c1	-0.1	2	6	0.7	-1	-2.8	-19	6	9
Cc1cccc(CCNC(=O)CCc2nc(-c3ccccc3F)no2)c1	-1.1	12	-4	-0.5	-1	0.4	1	-14	0
CCCCCCCCNC(=O)CCNC(=O)c1ccc(C(C)(C)C)cc1	-0.7	5	-11	0.1	-8	3.4	-5	-8	93*
CC(=O)Nc1ccc(C(=O)OCC(=O)c2ccc(C)c([N+](=O)[O-])c2)cc1	-1.2	-5	-9	0.8	-2	-1.8	5	1	34
COc1ccc(Cc2nnc(NC(=O)c3cc(OC)c(OC)c(OC)c3)s2)cc1OC	1.4	-16	-8	0.4	-2	-0.6	1	-10	-2
CC(C)CNC(=O)N1c2ccccc2Sc2ccccc21	-1.3	11	-8	-0.8	0	-0.8	-9	-13	-4
O=C(NC1CCCCC1)C(c1ccc(Cl)cc1)N(C(=O)c1ccccn1)c1cccnc1 (centres undefined)	1.0	·	-9	1.0	·	-1.0	0	-20	4
(cont.)
SMILES	zfTRPN1 agonist	PPC-1+TRAIL kill	NCF1 inh	TRPML3 agonist	Runt-SMMHC FRET	TNF death inh	Mdm2 ligase inh	EBV gp42 block	CHOP inhibitor
CC1CN(C(NC(=O)C(C)(C)C)C(Cl)(Cl)Cl)CC(C)O1 (centres undefined)	0.1	6	-10	0.6	0	-1.4	-10	-15	17
CC[C@H](C)C(=O)O[C@H]1C[C@@H](C)C=C2C=C[C@H](C)[C@H](CC[C@@H]3C[C@@H](O)CC(=O)O3)[C@H]21	-1.3	18	-7	0.0	-1	3.6	·	-4	24
Cc1cc(C)n(CC(O)COc2ccccc2[N+](=O)[O-])n1 (centres undefined)	0.3	12	-3	0.4	-4	-0.6	-15	1	-10
Cc1ccccc1N=CC1=C(O)c2ccccc2C1=O	-0.1	84*[5 µM]	-4	0.6	-2	-7.5	-90	-5	78*
Cc1ccn2cc(CCNS(=O)(=O)c3ccc(F)c(C(F)(F)F)c3)nc2c1	-1.5	27	-18	-0.8	2	0.4	-8	-8	9
Cc1n[nH]c(C)c1S(=O)(=O)N1CCCC(C(=O)Nc2nccs2)C1 (centres undefined)	0.7	-1	-7	0.3	-2	-0.8	-4	-3	24
COc1cccc(CNC(=O)C2CCN(C(=O)N(C)C)CC2)c1	0.9	-7	-10	-0.2	5	-0.6	-12	-18	-4
O=C(COC(=O)CNC(=O)c1ccc(Cl)cc1)Nc1ccc2c(c1)OCCO2	-2.1	35	-6	0.2	1	2.1	9	-23	15
Cc1cc(=O)oc2cc3c(cc12)OCCO3	1.0	4	-8	0.2	-5	-1.5	4	-5	25
Cc1ccc(CN2C(=O)N/C(=C\c3ccc(-c4ccc(C(=O)O)cc4C)o3)C2=O)cc1	2.1	-1	-49	0.1	84*	0.7	-7	-2	26
Fc1ccccc1Cc1noc(CN2CCC(OCc3cccnc3)CC2)n1	0.1	16	3	2.0	1	0.2	-3	0	-14
CC#CC[N+](C)(C)CC(=O)c1ccccc1	0.6	2	-7	-0.2	-8	0.9	-47	-12	13
CC1CCCC(C)N1C(=O)Cn1cc(C#N)c2ccccc21 (centres undefined)	-0.7	-2	-11	1.4	0	0.0	3	-4	3
Cc1ccc2nc(N(CCCN(C)C)C(=O)c3ccc(S(=O)(=O)N(C)C)cc3)sc2c1	-0.6	10	-8	0.8	2	1.2	0	-8	11
Fc1ccc(CSc2nnc(-c3ccco3)o2)cc1	-1.7	17	0	-0.2	-6	46	-7	-8	-27
O=C(Nc1ccccc1C(=O)NC1CCCC1)NC1CCCC1	0.9	25	4	-0.1	3	0.0	-7	-12	39
